High-throughput results (PubChem BioAssay)
Hep lipid drop – hepatic lipid droplet formation modulation. inhibition, % at 6.5 µM. AML12 mouse hepatocytes, oleate lipid droplets, BODIPY imaging. actives 0.4% (n = 240,000);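 active = lipid droplet intensity inhibited by at least 50%, with more than 500 cells counted; inconclusive = wells with under 300 cells, treated as cytotoxic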
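Material – AML12 mouse liver cells · Also added – oleate loading, 100 µM · Compound dosing – 6.5 µM single-point dosing · Times – overnight treatment with compound plus oleate · Measured by – fluorescence imaging, 20x objective, two fields per well · Read-out – percent inhibition of filter-corrected integrated lipid droplet intensity per well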
T cell HTS – T cell immune modulation candidate. actives 0.068% (n = 330,000). calls only at 7 µM. 2C CD8+ T cell-vesicle binding, flow cytometry; active compounds read low;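 active = response, share of CD8 T cells binding vesicles, and their 90th percentile fluorescence all below set limits, cut at about 80% in these data, passing the limit was not always enough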
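Assay system – 2C mouse CD8+ T cells · Also added – QL9-loaded Drosophila micro-vesicles · Timing – Cell–vesicle co-incubation 1.5 h at 37 °C, staining 20 min on ice · Signal – flow cytometry of vesicle-bound cells · Measure – percent CD8+ FL2 mean versus row control · Controls – Peptide-free naked vesicles (low) and QL9 vesicles with 0.7% DMSO vehicle (high)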
Hep lipid drop cells 6.5 µM – second read-out of Hep lipid drop, no call of its own (marks repeat the call); cell count; measured here: cell count, cytotoxicity flag;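 cells counted across two imaged fields per well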
T cell HTS vesicle-bound % – recorded beside T cell HTS, whose call it bears; double positive events, %; measured here: CD8+ vesicle-bound cell fraction;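 binding gate set so that unloaded-vesicle control wells show 10% double positive cells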
An asterisk follows results filed as active; i = inactive; ? = inconclusive; . = no result given. An excerpt, so the mix of outcomes need not match the whole.

Sample of the layout, 19 compounds:
SMILES | Hep lipid drop | Hep lipid drop cells 6.5 µM | T cell HTS | T cell HTS vesicle-bound %
Cc1cccc(-n2ccc(=O)c(C(=O)Nc3ccc(S(=O)(=O)Nc4onc(C)c4C)cc3)n2)c1 | -1 | 707 | i | 2
Cc1ccc(C(=O)COC(=O)C2CCC2)cc1 | -16 | 816 | i | 27
COc1ccc(NC(=O)CCCCCN2C(=O)c3cccc([N+](=O)[O-])c3C2=O)c(OC)c1 | 9 | 789 | i | 44
Cc1ccc(/C=N/NC(=O)CNC(=O)c2cccs2)cc1 | -18 | 694 | i | 28
CCNC(=O)CC1C(=O)N(c2ccc(C)cc2)C(=O)N1CCC(C)C (stereo unspecified) | 8 | 825 | i | 14
COC/C=C/C1=CC2=CC(=O)C(C)(OC(=O)c3cnc4ccccc4n3)C(=O)C2=CN1c1ccc(CO)cc1 (stereo unspecified) | 5 | 805 | i | 15
O=C(CN1C(=O)COc2ccccc21)NCC1CCCO1 (stereo unspecified) | 0 | 808 | i | 40
CC1CCCCN1C(=O)C(=O)c1cn(CC(=O)N2CCCCCC2)c2ccccc12 (stereo unspecified) | 15 | 841 | i | 4
CN(C)N=C1c2cc(S(=O)(=O)N(C)C)ccc2-c2ccc(S(=O)(=O)N(C)C)cc21 | 4 | 690 | i | 9
COCCCN(C(=O)c1ccccc1F)c1nc(-c2ccc(OC)cc2)cs1 | -10 | 822 | i | 9
COc1ccc(C(=O)Nc2ccnn2C2CCN(CCC(C)c3ccc(C)o3)CC2)cc1 (stereo unspecified) | 22 | 783 | i | 8
COC(=O)c1c(NC(=S)NNC(=O)c2ccc(Cl)s2)sc(C(=O)N(C)C)c1C | 9 | 735 | i | 67
Cc1cccc(NS(=O)(=O)c2cc(Cl)ccc2Cl)n1 | -8 | 816 | i | 52
CN(C(=O)CSc1nncn1-c1ccccc1)c1ccccc1 | -4 | 744 | i | 41
Cc1ccc(NC(=O)CC(C)CC2=NS(=O)(=O)c3ccccc3N2)cc1 (stereo unspecified) | -2 | 781 | i | 25
CC1CCC(NC(=O)c2cc(S(=O)(=O)N3CCCCC3)c[nH]2)CC1 (stereo unspecified) | 9 | 815 | i | 40
CCCOc1ccccc1/C=N/NC(=O)C1CC1 | -5 | 657 | i | 14
Cc1cc(C)n2nc(C)c(-c3ccc(Cl)cc3)c2n1 | -2 | 827 | i | 49
COc1ccc2c(C)cc(N3CCN(Cc4ccccc4)CC3)nc2c1 | -3 | 833 | i | 15

Results, from the first entry:
SMILES | Hep lipid drop | Hep lipid drop cells 6.5 µM | T cell HTS | T cell HTS vesicle-bound %
Cc1cccc(-n2ccc(=O)c(C(=O)Nc3ccc(S(=O)(=O)Nc4onc(C)c4C)cc3)n2)c1 | -1 | 707 | i | 2
Cc1ccc(C(=O)COC(=O)C2CCC2)cc1 | -16 | 816 | i | 27
COc1ccc(NC(=O)CCCCCN2C(=O)c3cccc([N+](=O)[O-])c3C2=O)c(OC)c1 | 9 | 789 | i | 44
Cc1ccc(/C=N/NC(=O)CNC(=O)c2cccs2)cc1 | -18 | 694 | i | 28
CCNC(=O)CC1C(=O)N(c2ccc(C)cc2)C(=O)N1CCC(C)C (stereo unspecified) | 8 | 825 | i | 14
COC/C=C/C1=CC2=CC(=O)C(C)(OC(=O)c3cnc4ccccc4n3)C(=O)C2=CN1c1ccc(CO)cc1 (stereo unspecified) | 5 | 805 | i | 15
O=C(CN1C(=O)COc2ccccc21)NCC1CCCO1 (stereo unspecified) | 0 | 808 | i | 40
CC1CCCCN1C(=O)C(=O)c1cn(CC(=O)N2CCCCCC2)c2ccccc12 (stereo unspecified) | 15 | 841 | i | 4
CN(C)N=C1c2cc(S(=O)(=O)N(C)C)ccc2-c2ccc(S(=O)(=O)N(C)C)cc21 | 4 | 690 | i | 9
COCCCN(C(=O)c1ccccc1F)c1nc(-c2ccc(OC)cc2)cs1 | -10 | 822 | i | 9

3 compounds out of the list above, ordered by their value in T cell HTS vesicle-bound %, smallest number first:
compound	T cell HTS vesicle-bound %
CC1CCCCN1C(=O)C(=O)c1cn(CC(=O)N2CCCCCC2)c2ccccc12 (stereo unspecified)	4
COC/C=C/C1=CC2=CC(=O)C(C)(OC(=O)c3cnc4ccccc4n3)C(=O)C2=CN1c1ccc(CO)cc1 (stereo unspecified)	15
COc1ccc(NC(=O)CCCCCN2C(=O)c3cccc([N+](=O)[O-])c3C2=O)c(OC)c1	44

The list goes on.
SMILES | Hep lipid drop | Hep lipid drop cells 6.5 µM | T cell HTS | T cell HTS vesicle-bound %
COc1ccc(C(=O)Nc2ccnn2C2CCN(CCC(C)c3ccc(C)o3)CC2)cc1 (stereo unspecified) | 22 | 783 | i | 8
COC(=O)c1c(NC(=S)NNC(=O)c2ccc(Cl)s2)sc(C(=O)N(C)C)c1C | 9 | 735 | i | 67
Cc1cccc(NS(=O)(=O)c2cc(Cl)ccc2Cl)n1 | -8 | 816 | i | 52
CN(C(=O)CSc1nncn1-c1ccccc1)c1ccccc1 | -4 | 744 | i | 41
Cc1ccc(NC(=O)CC(C)CC2=NS(=O)(=O)c3ccccc3N2)cc1 (stereo unspecified) | -2 | 781 | i | 25
CC1CCC(NC(=O)c2cc(S(=O)(=O)N3CCCCC3)c[nH]2)CC1 (stereo unspecified) | 9 | 815 | i | 40
CCCOc1ccccc1/C=N/NC(=O)C1CC1 | -5 | 657 | i | 14
Cc1cc(C)n2nc(C)c(-c3ccc(Cl)cc3)c2n1 | -2 | 827 | i | 49
COc1ccc2c(C)cc(N3CCN(Cc4ccccc4)CC3)nc2c1 | -3 | 833 | i | 15
CCOC(=O)N1CCN(C(=O)CSc2ccc(C(F)(F)F)cc2[N+](=O)[O-])CC1 | -1 | 750 | i | 20
Cc1cc(=O)n2nc(N3CCCC(C(=O)NCc4ccccc4Cl)C3)sc2n1 (stereo unspecified) | -20 | 734 | i | 27
CSCCC(NC(=O)c1ccccc1Cl)C(=O)NC1CCN(Cc2ccccc2)CC1 (stereo unspecified) | 0 | 830 | i | 60
COc1ccc(Cl)cc1NC(=O)CSc1nc(-c2ccccc2)cc(=O)[nH]1 | 0 | 799 | i | 43
O=C(CN1C(=O)NC2(CCc3ccccc32)C1=O)c1ccccc1 (stereo unspecified) | 7 | 618 | i | 15
COc1ccc(-n2c(SCC(=O)Nc3ccc(NC(C)=O)cc3)nc3ccccc3c2=O)cc1 | -9 | 398 | i | 64
COc1cc(NC(=O)Cn2c([N+](=O)[O-])cnc2C)c(OC)cc1Cl | -5 | 760 | i | 7
Cc1cccc(NC(=O)CCCCCN2C(=O)[C@@H]3Cc4ccccc4CN3C2=O)c1 | 1 | 642 | i | 9
Cc1cccc(C2NC(c3cccc(C)c3)C(C)C(=O)C2C)c1 (stereo unspecified) | -29 | 825 | i | 23
Cn1c(=O)c2c(SCC(=O)NCC3CCCO3)nc(-c3ccccc3Cl)nc2n(C)c1=O (stereo unspecified) | -5 | 814 | i | 74
O=C(Nc1ccc([N+](=O)[O-])cn1)c1cccnc1 | 6 | 798 | i | 19
O=C(NC(=S)N1CCCC1)c1ccc(Cl)cc1Cl | -2 | 652 | i | 8
COc1ccc(C(CNC(=O)c2oc3ccc(Cl)cc3c2C)N2CCCCC2)cc1 (stereo unspecified) | -3 | 741 | i | 23
CC(C)(C)c1nnc(NC(=O)CCS(=O)(=O)Cc2ccccc2)s1 | -18 | 768 | i | 22
Cc1ccc(N2CC(C(=O)Nc3cc(C)on3)CC2=O)c(C)c1 (stereo unspecified) | -21 | 764 | i | 27
COc1ccc(-n2c(C)cc3cc(OC(C)=O)ccc32)cc1 | 2 | 783 | i | 49
CNC(=S)N1CCN(S(=O)(=O)c2ccc3ccccc3c2)CC1 | -2 | 854 | i | 23
CCCC(c1nnnn1C(C)(C)CC)N1CCN(C(=O)c2ccco2)CC1 (stereo unspecified) | -9 | 716 | i | 28
CC(=O)c1cccc(NC(=O)c2cccc(N3C(=O)c4ccccc4C3=O)c2)c1 | 3 | 864 | i | 20
CCc1cc(CNC(=O)c2ccc3nc(Cc4ccc(OC)c(OC)c4)oc3c2)on1 | 0 | 779 | i | 6
COc1ccc(S(=O)(=O)NCc2cccnc2)cc1Br | -22 | 761 | i | 16
C=CCNC(=O)CN1CCC(c2nc3ccccc3[nH]2)CC1 | -5 | 626 | i | 32
CC(C)NC(=O)c1[nH]nc2c1CCc1ccccc1-2 | 10 | 772 | i | 13
O=C(NCCN1CCN(C(=O)c2cccc(Br)c2)CC1)C(=O)NCc1ccccc1 | -10 | 845 | i | 33
COc1cc(OC)c(OC)cc1/C=N/NC(=O)CSc1ccccc1F | -4 | 810 | i | 53
CCOC(=O)N1CCN(C(=O)C(C)NC(=O)c2ccco2)CC1 (stereo unspecified) | 10 | 777 | i | 54
CCC(CC)C(=O)Nc1c2c(nn1-c1ccc(C)cc1)CS(=O)(=O)C2 | 4 | 690 | i | 45
CCn1c(CNC(=O)c2ccco2)nnc1SCC(=O)Nc1cc(F)ccc1C | -3 | 795 | i | 15
Cc1nc(N2CCN(C(=O)c3ccco3)CC2)c(C#N)c2c1CCCC2 | -1 | 753 | i | 36
Cc1cccc([C@@H]2[C@@H]3C(=O)N(Cc4ccccc4)C(=O)[C@@H]3[C@]3(Cc4ccc(Cl)cc4)C(=O)N(c4ccc(Br)cc4)C(=O)N23)c1 | -2 | 793 | i | 31
COc1cccc(N2CCN(C(=O)C3CCN(S(=O)(=O)c4ccc5c(c4)oc(=O)n5C)CC3)CC2)c1 | -7 | 713 | i | 14
COc1ccc(/C=C2\SC(=S)N(CCC(=O)Nc3ccc(C(=O)O)cc3)C2=O)cc1OC | 10 | 829 | i | 59
Cc1ccc(NC(=O)[C@H](NC(=O)[C@@H]2Cc3ccccc3CN2)c2ccccc2)cc1 | -45 | 677 | i | 1
Cc1ccc2cc(C)c(SCC(=O)Nc3cc(C)on3)nc2c1 | -3 | 817 | i | 24
COc1ccc(/C=C2\SC(=O)N(CCC(=O)NCCCn3ccnc3)C2=O)cc1 | -12 | 655 | i | 6
O=C(Nc1ccc2c(c1)C(=O)OC2)c1ccccc1Cl | -3 | 795 | i | 8
N#Cc1c(N2CCSCC2)nsc1-c1ccccc1Cl | -1 | 638 | i | 30
COc1ccc2cc(C(=O)N(C)Cc3ccccc3)[nH]c2c1 | 3 | 795 | i | 47
Cn1c(CC(=O)Nc2ccc(Cl)cc2)nnc1SCC(=O)N1CCOCC1 | 5 | 651 | i | 68
Cc1csc(CNC(=O)c2ccc(OC3CCN(CCc4ccccc4)CC3)cc2)n1 | -1 | 624 | i | 28
COc1ccc(CNC(=O)Cn2ccc3cc(S(=O)(=O)N4CCCC4)ccc32)cc1OC | 6 | 751 | i | 11
Carrying on.
SMILES | Hep lipid drop | Hep lipid drop cells 6.5 µM | T cell HTS | T cell HTS vesicle-bound %
COc1cccc(C(=O)OCCCOC(=O)c2cccc(OC)c2OC)c1OC | 0 | 615 | i | 7
CCCOc1ccc(C(=O)Nc2ccc(S(=O)(=O)N3CCN(C)CC3)cc2)cc1 | 14 | 841 | i | 15
CCOc1ccccc1N(CC(=O)Nc1cc(OC)ccc1OC)S(=O)(=O)c1ccccc1 | -8 | 783 | i | 52
CCOc1ccc(CNc2ccc(N3CCN(Cc4ccccc4)CC3)cc2)cc1 | -1 | 791 | i | 44
COCC(C)NC(=O)CSc1ncnc2sc(-c3ccccc3)cc12 (stereo unspecified) | -2 | 732 | i | 65
CCN(CC)CCCNC(=O)Cn1cnc2sc(C)c(S(=O)(=O)N3CCC(C)CC3)c2c1=O | 5 | 793 | i | 22
CCc1c(C(=O)NC(C)C2CCCO2)csc1C (stereo unspecified) | -46 | 723 | i | 67
COCCNC(=O)CN(Cc1ccco1)C(=O)CCC(=O)Nc1nccs1 | -16 | 718 | i | 39
COC(=O)c1cc(OC(=O)c2ccc(=O)[nH]c2)cc(C(=O)OC)c1 | -17 | 773 | i | 44
Cc1ccc(N=C2C(=O)Nc3c(C)cccc32)cc1 | -3 | 810 | i | 52
Cc1ccc(S(=O)(=O)NC(C)C(=O)Nc2ccc3c(c2)OCO3)cc1 (stereo unspecified) | 7 | 850 | i | 16
CCOC(=O)c1c(S(=O)(=O)N2CCN(c3ccc(F)cc3)CC2)c(C)n(C)c1C | 17 | 766 | i | 34
COc1ccc(N2CCN(CC(=O)Nc3nc(C)cs3)CC2)cc1 | -5 | 841 | i | 55
O=C(NCc1ccc2c(c1)OCO2)C1CCN(S(=O)(=O)c2ccc(F)cc2)CC1 | ? | . | i | 63
CCC(=O)Nc1c(-c2ccc(C)cc2)c(=O)c2ccccc2n1C | -3 | 816 | i | 42
O=C(N/N=C/c1coc2ccc(Cl)cc2c1=O)c1cc(O)cc(O)c1 | -2 | 867 | i | 56
O=C(Nc1ccc(S(=O)(=O)N2CCOCC2)cc1)C1CC(=O)N(c2ccc(F)cc2)C1 (stereo unspecified) | 11 | 815 | i | 19
CCOCCCNC(=O)CN1C(=O)COc2ccc(S(=O)(=O)N3CCOCC3)cc21 | 21 | 817 | i | 7
COc1ccc(S(=O)(=O)N2CCOC2CNC(=O)C(=O)NCCc2ccc(S(N)(=O)=O)cc2)cc1 (stereo unspecified) | 0 | 771 | i | 31
COc1ccc(/C=N\NC(=O)CNC(=O)C2COc3ccccc3O2)cc1[N+](=O)[O-] (stereo unspecified) | -13 | 749 | i | 30
CCCc1ccc2oc(C(=O)N3CCC(O)CC3)c(C)c2c1 | 2 | 735 | i | 8
